LYPLA1 counter = blocks human lysophospholipase 1, a PME1 counter-screen. recombinant LYPLA1, FP-Rh probe fluorescence polarization. inhibition, % at 5.9 µM. actives 0.16% (n = 320,000);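 active means inhibition above the mean of all tested compounds plus 3 SD, set per campaign, cut at about 14% in these data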;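 further: inhibitors block serine hydrolase probe labeling of LYPLA1 so polarization falls; 0% = enzyme with DMSO and 100% = wells lacking LYPLA1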
PAD4 FP inh = PAD4 (human) enzyme inhibition | recombinant PAD4, RCA probe fluorescence polarization | inhibition, % at 6.36 µM | AID 485272 | actives 0.41% (n = 330,000);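 active means percent inhibition above a cutoff equal to the mean of all tested compounds plus 3 SD, cut at about 15% in these data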;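 further: 0% = PAD4 with RCA probe and DMSO and 100% = probe without PAD4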
Target sequence (Q9UM07 whole entry, looked up): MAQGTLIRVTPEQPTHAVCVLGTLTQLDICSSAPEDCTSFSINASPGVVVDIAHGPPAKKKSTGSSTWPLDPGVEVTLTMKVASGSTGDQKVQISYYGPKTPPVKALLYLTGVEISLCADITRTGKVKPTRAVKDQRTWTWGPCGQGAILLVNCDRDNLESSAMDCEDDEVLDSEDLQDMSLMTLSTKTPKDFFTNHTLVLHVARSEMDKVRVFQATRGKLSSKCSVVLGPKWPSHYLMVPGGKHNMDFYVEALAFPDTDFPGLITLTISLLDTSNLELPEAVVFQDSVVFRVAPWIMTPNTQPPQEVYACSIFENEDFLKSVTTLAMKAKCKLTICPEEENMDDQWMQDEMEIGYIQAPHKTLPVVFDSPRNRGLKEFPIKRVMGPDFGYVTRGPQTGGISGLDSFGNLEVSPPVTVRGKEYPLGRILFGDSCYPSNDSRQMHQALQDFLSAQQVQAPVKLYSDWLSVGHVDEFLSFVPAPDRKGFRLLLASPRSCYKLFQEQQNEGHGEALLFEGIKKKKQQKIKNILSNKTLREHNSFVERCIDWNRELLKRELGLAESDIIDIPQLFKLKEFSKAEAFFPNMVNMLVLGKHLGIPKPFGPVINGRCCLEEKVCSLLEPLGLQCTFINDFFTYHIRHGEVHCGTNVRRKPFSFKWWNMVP
GSTO1 inh = GSTO1 inhibition, counter-screen for RBBP9 inhibitors. P78417. recombinant GSTO1, activity-based probe fluorescence polarization. inhibition, % at 5.96 µM. actives 1.1% (n = 300,000);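 active means inhibition above the campaign mean inhibition plus 3 SD, cut at about 35% in these data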;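 further: 0% = GSTO1-1 with DMSO and 100% = wells lacking GSTO1-1 enzyme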
pPAFAH FP inh = inhibitors of human plasma PAF acetylhydrolase (pPAFAH); recombinant pPAFAH, FP-rhodamine probe fluorescence polarization; actives 1.5% (n = 330,000); Q13093; inhibition, % at 3.39 µM;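 active means inhibition above the mean inhibition across the screen plus 3 SD, cut at about 25% in these data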;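 further: inhibitors block binding of the rhodamine activity-based probe so polarization drops; 0% = enzyme with DMSO and 100% = wells lacking pPAFAH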
PAFAH1B3 FP inh = blocks human PAF acetylhydrolase 1B catalytic subunit 3 | recombinant PAFAH1B3, FP-rhodamine probe, fluorescence polarization | inhibition, % at 3.39 µM | actives 0.28% (n = 340,000) | AID 492972;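 active means inhibition above the screen-wide average of all tested compounds plus 3 SD, cut at about 25% in these data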;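 further: 0% = enzyme with DMSO only and 100% = wells lacking PAFAH1B3 protein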
PAFAH1B2 FP inh = PAFAH1B2 (human) inhibition. P68402. recombinant PAFAH1B2, FP-rhodamine activity probe, fluorescence polarization. inhibition, % at 3.39 µM. actives 1.2% (n = 340,000). AID 492953;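 active means inhibition above the mean of all tested compounds plus 3 SD, cut at about 24% in these data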;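 further: 0% = enzyme with DMSO and 100% = wells lacking PAFAH1B2; many of its hits are not listed in these tables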
PME-1 inh = PME-1 (human) inhibition | inhibition, % at 5.9 µM | Q9Y570 | AID 2130 | recombinant PME-1, FP-Rh probe fluorescence polarization | actives 0.53% (n = 320,000);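 active means inhibition above the campaign mean of all compounds plus 3 SD, cut at about 26% in these data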;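 further: competitive labeling of PME-1 active site by serine hydrolase directed probe; 0% = PME-1 with DMSO and 100% = wells lacking PME-1 enzyme; inhibitors block probe labeling so polarization falls and inhibition rises; many of its hits are not listed in these tables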
PAFAH2 inh = PAFAH2 (human) inhibition; Q99487; AID 492956; recombinant PAFAH2, FP-rhodamine activity probe, fluorescence polarization; actives 0.99% (n = 340,000); inhibition, % at 3.39 µM;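 active means inhibition above the mean over all tested compounds plus 3 SD, cut at about 30% in these data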;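 further: inhibitors block probe labeling of enzyme so polarization drops; 0% = enzyme with DMSO and 100% = wells lacking PAFAH2 protein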
Fam108B counter = blocks mouse Fam108B hydrolase in RBBP9 counter-screen; AID 1947; recombinant Fam108B, FP-Rh probe fluorescence polarization; actives 0.33% (n = 300,000); inhibition, % at 9.51 µM;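 active means inhibition above the screen mean inhibition plus 3 SD, computed separately per campaign, cut at about 18% in these data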;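 further: inhibitors lower polarization as less probe binds the enzyme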
Numbers without * were called inactive; / = not tested or not shown.

Order of values: GSTO1 inh, LYPLA1 counter, PAFAH1B2 FP inh, pPAFAH FP inh, PAD4 FP inh, PAFAH1B3 FP inh, PAFAH2 inh, PME-1 inh, Fam108B counter
1	Cc1cc2cc(CN(Cc3cccs3)C(=S)NCC3CCCO3)c(=O)[nH]c2cc1C (centres undefined)
→ -7.1, -7.2, 5.2, 2.8, -8.9, 4.7, -0.1, -1.8, -7.9
2	Cc1ccccc1NC(=S)NNC(=O)c1ccncc1
→ 0.9, 0.5, 7.2, -1.1, -1.4, 7.5, 7.5, 8.6, 1.8
3	COc1cc(CCC(=O)Nc2cnc3ccccc3c2)cc(OC)c1OC
→ 0.4, -0.3, 6.7, -1.3, 0.2, 5.1, -0.9, 4.1, 1.8
4	C=CCOc1cccc(C2C(C(=O)c3ccc(C)o3)=C(O)C(=O)N2Cc2ccncc2)c1 (centres undefined)
→ -3.8, -1.3, 4.2, 4.3, -4.6, -2.7, 0.4, -3.2, -3.6
5	COC(=O)C1C(c2ccccc2)NC(=O)NC1(O)C(F)(F)Cl (centres undefined)
→ 2.6, 9.6, -0.2, 0.8, 0.9, 6.3, 2.7, 5.9, 4.3
6	COc1ccc(C(=O)C2CCN(C(=O)c3ccco3)CC2)cc1
→ -1.4, 2.2, 0.1, 2.1, -8.0, -14.3, -6.4, 6.2, -2.2
7	CCOC(=O)Cn1cc(C(=O)C2CC2)c2ccccc21
→ 5.1, -1.5, -3.1, 0.0, -2.5, -3.5, -3.3, 12.5, 0.3
8	Cc1ccc(-c2nc(-c3ccncc3)no2)cc1Cl
→ -1.0, -0.7, -0.2, -1.1, 2.9, 7.8, 4.1, -7.5, -0.6
9	Cc1nc2ccccc2nc1OCC(=O)NCC(F)(F)F
→ -2.7, 0.4, 3.0, 0.8, -1.4, 6.7, -0.3, 3.9, 7.2
10	Cc1cccc(OCCC(=O)OCc2csc(CC(=O)Nc3ccccc3C)n2)c1
→ /, -3.2, 0.3, 6.0, -2.5, -4.6, 2.3, 2.3, /

Continued.
Order of values: GSTO1 inh, LYPLA1 counter, PAFAH1B2 FP inh, pPAFAH FP inh, PAD4 FP inh, PAFAH1B3 FP inh, PAFAH2 inh, PME-1 inh, Fam108B counter
11	O=C(NCCCCc1ccccc1)Nc1ccc(F)cc1
→ -1.3, 1.9, 5.8, 0.8, 2.7, 4.5, -1.2, -4.5, 4.1
12	O=C(CC1CCCCC1)N1CCN(c2ccccn2)CC1
→ 2.1, -0.1, 10.0, 4.2, -4.7, -3.0, 1.9, -0.3, -2.1
13	CN(CC(=O)O)S(=O)(=O)c1cccs1
→ 1.8, 2.7, 7.4, -1.7, -8.7, 13.8, 0.9, 1.3, 1.2
14	COc1cnn(-c2cc(Oc3ccc(C)cc3)ncn2)c(=O)c1Cl
→ 1.5, -2.3, 4.9, 8.2, -2.7, 5.7, 0.0, -4.6, -2.7
15	CCOc1ccc(N2C(=O)CN(c3cccc4ccccc34)C2=S)cc1
→ 2.3, -1.5, 6.1, -0.1, -0.4, 8.5, 2.6, -0.5, -1.8
16	Cc1ccc(-c2n[nH]c(=S)n2/N=C/c2ccc(C(=O)O)cc2)cc1
→ 6.8, -5.0, -3.2, -0.6, 3.7, 5.8, -3.0, 2.9, 3.6
17	N#CCc1ccc(Oc2ncc(C(F)(F)F)cc2Cl)cc1
→ -11.1, -1.1, -0.8, -0.2, -3.9, 9.3, 3.6, -2.4, -1.1
18	O=C(CCCCCNC(=O)N1CCn2c1nc1ccccc12)NCCc1ccccc1
→ -2.4, -5.8, 5.7, 6.7, -1.2, 3.8, -6.7, -1.4, -1.9
19	Cc1ccc(Nc2ccc(C(=O)NC3CCCCC3)cn2)cc1
→ 7.3, 0.2, 1.3, -0.8, -1.0, -2.2, -4.8, -2.8, 4.6
20	COc1ccc(-c2noc(CCCC(=O)O)n2)cc1
→ 11.2, -0.8, 3.5, 0.4, -2.0, 8.2, 5.1, 3.0, -1.4

More structures follow:
Order of values: GSTO1 inh, LYPLA1 counter, PAFAH1B2 FP inh, pPAFAH FP inh, PAD4 FP inh, PAFAH1B3 FP inh, PAFAH2 inh, PME-1 inh, Fam108B counter
21	Cc1cccc(NS(=O)(=O)c2nnc(NC(=O)c3ccccc3F)s2)c1
→ -37.9, -0.1, -2.9, 8.6, -8.2, -8.2, 8.6, -4.2, 1.3
22	Clc1ccc(-c2nnc(SCc3cn4ccsc4n3)n2CC2CCCO2)cc1 (centres undefined)
→ 2.1, 3.1, 1.2, 12.1, -5.9, 3.7, -7.0, -0.4, 4.6
23	COCCNc1oc(/C=C/c2ccccc2)nc1C#N
→ -1.3, 2.5, -2.0, 1.3, -2.3, 7.2, -5.6, 10.8, 2.5
24	COc1ccc(CNC(=O)CN(Cc2cccs2)C(=O)CCC(=O)Nc2ccccn2)cc1
→ -0.8, -2.5, 2.5, 0.3, -2.1, 8.2, -2.2, -3.7, -0.5
25	CC12CCC(O)CC1=CCC1C2CCC2(C)C1CCC21CCC(=O)O1 (centres undefined)
→ -3.2, 1.9, 1.5, 6.0, 4.7, 12.4, 6.2, -6.4, 7.5
26	CCN(CC)CCn1c(NCc2cccc(OC)c2)nc2ccccc21
→ 1.2, -0.7, 1.3, -0.3, -5.2, 3.0, 0.8, 2.4, -5.6
27	O=C(C1=C(O)C(=O)N(CCN2CCOCC2)C1c1cccc(F)c1)c1cc2ccccc2o1 (centres undefined)
→ 14.0, -6.6, 1.7, -0.8, -0.4, 1.3, 3.6, 2.5, -0.3

Retrieved by compound from above:
Order of values: GSTO1 inh, LYPLA1 counter, PAFAH1B2 FP inh, pPAFAH FP inh, PAD4 FP inh, PAFAH1B3 FP inh, PAFAH2 inh, PME-1 inh, Fam108B counter
23	COCCNc1oc(/C=C/c2ccccc2)nc1C#N
→ -1.3, 2.5, -2.0, 1.3, -2.3, 7.2, -5.6, 10.8, 2.5
27	O=C(C1=C(O)C(=O)N(CCN2CCOCC2)C1c1cccc(F)c1)c1cc2ccccc2o1 (centres undefined)
→ 14.0, -6.6, 1.7, -0.8, -0.4, 1.3, 3.6, 2.5, -0.3

Among those listed so far, 2 contain an NH in an aromatic ring:
Order of values: GSTO1 inh, LYPLA1 counter, PAFAH1B2 FP inh, pPAFAH FP inh, PAD4 FP inh, PAFAH1B3 FP inh, PAFAH2 inh, PME-1 inh, Fam108B counter
1	Cc1cc2cc(CN(Cc3cccs3)C(=S)NCC3CCCO3)c(=O)[nH]c2cc1C (centres undefined)
→ -7.1, -7.2, 5.2, 2.8, -8.9, 4.7, -0.1, -1.8, -7.9
16	Cc1ccc(-c2n[nH]c(=S)n2/N=C/c2ccc(C(=O)O)cc2)cc1
→ 6.8, -5.0, -3.2, -0.6, 3.7, 5.8, -3.0, 2.9, 3.6

This is a subset; the hit share may differ from the screen's.
